# Assay outcomes as filed in PubChem BioAssay.
# DAGLB inhibitor – blocks human DAGLB lipase activity; AID 504411; 340,000 tested, 0.059% active; HEK293T DAGLB membrane lysate, EnzChek fluorogenic substrate; inhibition, % at 5.17 µM; Q8NCG7; in the data active means inhibition above about 34%;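 further: 0% = enzyme with vehicle and 100% = wells lacking enzyme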
# MOR-DOR inv ag – inverse agonists of human mu-delta opioid receptor heterodimerization; P35372+P41143; cell-based MOR-DOR heterodimer luminescence, inverse agonism; inhibition, % at 9.3 µM; 340,000 tested, 0.21% active; in the data active means inhibition above about 22%, passing the limit was not always enough;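 further: 0% = cells with DMSO and 100% = wells without cells with DMSO; values of inactives mirror those of a sister screen read the other way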
# Target sequence (P35372 whole entry, looked up): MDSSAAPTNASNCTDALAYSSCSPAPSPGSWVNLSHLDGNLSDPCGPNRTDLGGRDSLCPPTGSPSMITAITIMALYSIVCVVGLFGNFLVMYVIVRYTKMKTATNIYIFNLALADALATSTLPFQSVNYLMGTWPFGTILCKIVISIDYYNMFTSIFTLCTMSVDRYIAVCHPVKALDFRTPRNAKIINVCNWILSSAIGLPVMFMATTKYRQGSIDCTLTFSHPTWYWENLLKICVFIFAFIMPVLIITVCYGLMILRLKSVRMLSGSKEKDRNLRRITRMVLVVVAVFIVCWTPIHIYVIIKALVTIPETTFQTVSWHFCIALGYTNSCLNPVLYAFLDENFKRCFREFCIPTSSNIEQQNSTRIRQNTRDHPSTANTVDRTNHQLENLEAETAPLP
# Target sequence (P41143 whole entry, looked up): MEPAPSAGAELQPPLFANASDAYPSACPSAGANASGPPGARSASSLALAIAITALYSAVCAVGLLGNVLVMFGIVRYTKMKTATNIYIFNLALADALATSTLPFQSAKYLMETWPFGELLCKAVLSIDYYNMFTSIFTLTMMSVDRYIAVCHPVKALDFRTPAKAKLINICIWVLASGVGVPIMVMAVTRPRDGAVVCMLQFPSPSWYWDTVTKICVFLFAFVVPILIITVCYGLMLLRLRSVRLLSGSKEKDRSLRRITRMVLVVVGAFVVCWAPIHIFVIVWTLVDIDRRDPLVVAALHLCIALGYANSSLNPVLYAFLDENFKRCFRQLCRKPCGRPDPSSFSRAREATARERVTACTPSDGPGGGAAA
# PKA-R1A act – activates the PKA-R1A holoenzyme complex; PKA-R1A dissociation, Cy5-IP20 fluorescence polarization; scaled: DMSO 0%, 113 µM cGMP 100%; activation, % at 11.4 µM; 340,000 tested, 0.083% active;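 active means percent activation above the mean of all tested compounds plus 3 SD, cut at about 19% in these data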;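 further: higher means more PKAc released from R1A so a rise in polarization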
# DSG3 Ab inh – human desmoglein-3 autoantibody binding inhibition. P32926. DSG3-coupled beads, scFv-anti-DSG3-GFP binding, flow cytometry; stronger effect = lower value. binding (percent of control), % at 10 µM. 310,000 tested, 0.48% active. AID 588358;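 active means binding more than 3 SD below its plate's average and above zero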;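 further: hits lower antibody fragment binding to DSG3; some compounds called inactive have numbers as strong as hits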
# PKA-R2B act – PKA-R2B complex activation; P22694+P31323; PKA-R2B holoenzyme dissociation, Cy5-IP20 fluorescence polarization; R2B truncated from residue 108, S112A mutant; 0% DMSO only, 100% 113 µM cGMP; activation, % at 11.4 µM; 340,000 tested, 0.079% active;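 active means activation above a cutoff set at the mean over all compounds plus 3 SD, cut at about 18% in these data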;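 further: higher means more holoenzyme dissociation and a rise in polarization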
# HTR5A inv ctr – counter-screen for OPRM1-OPRD1 inverse agonists: human HTR5A inverse agonism; HTR5A cell line, luminescence; inhibition, % at 9.3 µM; 340,000 tested, 0.083% active; AID 504634; in the data active means inhibition mostly above about 23%, no sharp cut-off; inactive means mostly below about 18%;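 further: 0% = cells with DMSO and 100% = no-cell wells with DMSO; some compounds called inactive have numbers as strong as hits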
# V-ATPase pHluor – regulators of yeast V-ATPase proton transport. response, % at 10 µM. 350,000 tested, 0.37% active. S. cerevisiae, pHLuorin cytosolic pH fluorescence. AID 504577; in the data active means response mostly above about 7.3%, no sharp cut-off; inactive means mostly below about 5.4%; further: actives read high; inactives centre near 0; some compounds called inactive have numbers as strong as hits; reference of the scale not given here
# Arr AP2 block – inhibitors of human beta-arrestin and AP2 interaction; FITC-arrestin peptide / GST-AP2 beads, flow cytometry; AP2 beta2 appendage carries R879A mutation; 340,000 tested, 0.31% active; inhibition, % at 10 µM; AID 504490;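 active means inhibition above a set limit, near 3 SD of compounds lacking own fluorescence, cut at about 54% in these data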;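 further: plate controls were DMSO wells for no effect and 5 µM unlabelled arrestin peptide for full effect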
#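 System: GST-AP2 R879A bound to glutathione beads, E. coli-expressed. Also added: 50 nM FITC-arrestin peptide. Schedule: compound with beads 12 min RT, then probe 1 h RT. Signal: bead flow cytometry, FITC channel. Read-out basis: percent response.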
# MOR-DOR ag – OPRM1-OPRD1 heterodimerization agonism | P35372+P41143 | cells, luminescence | activation, % at 9.3 µM | 340,000 tested, 0.3% active | AID 504326; in the data active means activation above about 18%;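 further: 0% = vehicle-treated cells and 100% = reference agonist; values of inactives mirror those of a sister screen read the other way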
# HTR5A ag – HTR5A agonism, opioid heterodimer counter-screen; HTR5A agonist assay, luminescence, cell-based; P47898; activation, % at 9.3 µM; 340,000 tested, 0.61% active; in the data active means activation mostly above about 9.5%, no sharp cut-off; inactive means mostly below about 7.6%;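 further: 0% = cells with vehicle only and 100% = reference agonist; strong numbers were not always called active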
# An asterisk follows results filed as active; / = no result given.
molecule,DAGLB inhibitor,MOR-DOR inv ag,PKA-R1A act,DSG3 Ab inh,PKA-R2B act,HTR5A inv ctr,V-ATPase pHluor,Arr AP2 block,MOR-DOR ag,HTR5A ag
O=C(CC1C(=O)NCCN1Cc1c(F)cccc1Cl)NCCCN1CCCC1=O (configuration not stated),0,4,-4,94,-4,21,-3,30,-0.7,1
CCOc1ccc(C(=O)Nc2cccc(NC(=O)c3cccs3)c2)cc1[N+](=O)[O-],1,-2,-2,102,-6,-7,0,-1,0.3,-4
CC1(C)N=C(N)NC(Nc2ccc(Br)cc2)=N1,-1,-7,-11,108,-6,-6,-1,2,1.3,-1
Cc1cc(NC(=O)COC(=O)CCS(=O)(=O)c2cc(Cl)ccc2Cl)no1,-1,12,-17,108,6,0,2,57*,-2.2,0
O=C(Nc1ncnc2sc3c(c12)CCCCC3)c1ccco1,0,7,-3,95,0,-33,-2,7,-1.3,0
CC(C)(C)OC(=O)C[C@@H]1C/C=C\C[C@H](CC(=O)N(CCO)Cc2ccccc2)C(=O)N2CCC[C@@H]2COC1=O,3,9,8,99,-4,-8,3,/,-1.6,-2
CCS(=O)(=O)N1CCN(CC2CC3C=CC2C3)CC1 (configuration not stated),-4,-14,0,108,-2,-47,-6,-8,2.4,0
Cc1c(N(C)C)nc2ccccc2c1N,-4,11,-9,102,-9,7,2,2,-2.8,-3
Cc1cccc(NC(=O)CN2CCN(C(=O)CNC(=O)c3ccc(-c4ccccc4)cc3)CC2)c1C,-3,/,-2,109,-1,/,1,/,/,/
O=C(Nc1ccc2nc3n(c(=O)c2c1)CCCC3)c1cc([N+](=O)[O-])ccc1F,0,-10,-2,118,2,1,0,0,1.8,-3
CCC1=NC(c2ccc(Br)cc2)N(O)C1(C)C (configuration not stated),-2,33*,-5,104,-1,3,-1,1,-5.8,-1
CC(C)(C)OC(=O)N1CCC(C(=O)Nc2cccc(C(=O)N3CCCC3)c2)CC1,-2,7,3,100,-4,5,6,21,-1.5,-1
CCOC(=O)N1CCC(N2C(=O)c3ccccc3C2Nc2cc(Cl)c(OC)cc2OC)CC1 (configuration not stated),4,-8,6,104,-1,7,-5,-1,1.3,-4
CCN(C[C@H]1N[C@@](C)(C(=O)OC)[C@H]2C(=O)N(C)C(=O)[C@@H]12)C(=O)Nc1ccc(Cl)cc1,-3,6,3,94,4,-2,-1,-5,-1.4,1
CC(=O)c1cc(CN2CCN(Cc3ccc(C)cc3)C(CCO)C2)cs1 (configuration not stated),0,4,-5,92,4,14,-2,4,-0.5,-5
CCCCN(CCCC)C(=O)CSc1nnc(-c2cc(OC)c(OC)c(OC)c2)o1,-3,-28,0,105,-6,5,-2,4,5.3,-1
CCOC(=O)c1cnc2ccc(OCC)cc2c1NCCCN1CCOCC1,1,2,6,115,-9,-2,2,5,-0.4,1
O=C(COC(=O)C1COc2ccccc2O1)Nc1cccc(Cl)c1 (configuration not stated),-5,-16,2,115,11,-6,1,-4,3.9,3
CCCCCCc1nnc(NC(=O)c2ccco2)s1,1,8,2,103,-10,-17,-4,23,-1.7,5
CCc1nonc1NC(=O)c1oc2ccc(Br)cc2c1C,-1,3,4,99,-7,-7,1,-9,-0.6,1
Cc1ccc(CNC(=O)COc2cc(O)c3c(c2)OC(C)(C)CC3=O)cc1,-9,9,-4,100,-2,19,4,6,-1.7,0
COc1ccc(-c2cc(=O)c3cc(OC)ccc3[nH]2)cc1,-2,4,-2,99,-9,17,-9,24,-0.7,4
CCOC(=O)c1[nH]c2ccc(OC)cc2c1NC(=O)/C=C/c1ccc2c(c1)OCO2,-1,6,4,98,2,-21,0,-9,-1.1,8
COc1cc(NC(=O)CSc2nnc3c(n2)[nH]c2ccc(S(=O)(=O)NC(C)C)cc23)cc(OC)c1OC,1,7,5,96,0,17,1,-8,-1.3,7
O=C(COC(=O)c1sc2ccccc2c1Cl)NC1CCCCC1,1,1,-10,108,-6,-13,1,/,-0.2,3

# Quoted from the listing:
# Entry of O=C(Nc1ccc2nc3n(c(=O)c2c1)CCCC3)c1cc([N+](=O)[O-])ccc1F in DAGLB inhibitor: 0
# Entry of O=C(CC1C(=O)NCCN1Cc1c(F)cccc1Cl)NCCCN1CCCC1=O (configuration not stated) in HTR5A ag: 1

# Other results follow.
molecule,DAGLB inhibitor,MOR-DOR inv ag,PKA-R1A act,DSG3 Ab inh,PKA-R2B act,HTR5A inv ctr,V-ATPase pHluor,Arr AP2 block,MOR-DOR ag,HTR5A ag
COc1ccccc1/C=C/C(=O)N1CCN(S(=O)(=O)c2cccs2)CC1,-2,5,-9,/,-4,-12,3,-1,-1.3,5
Cn1c2ccc(F)cc2c2ncn(Cc3ccccn3)c(=O)c21,-1,10,1,115,-13,16,2,7,-1.9,-4
C[C@H](CO)N1C[C@H](C)[C@H](CN(C)C(=O)Cc2cccnc2)Oc2ncc(Br)cc2C1=O,0,/,-7,/,-1,/,2,/,/,/
COc1ccc(C2C(C#N)=C(N)Oc3n[nH]c(-c4ccccn4)c32)c(OC)c1OC (configuration not stated),-3,12,7,106,-1,-5,2,14,-2.2,2
O=C(COc1ccccc1)N=C1SC2CS(=O)(=O)CC2N1c1ccccc1 (configuration not stated),2,11,-2,99,5,-4,0,5,-2.0,-1
COc1ccccc1CNC(=O)/C=C/C(=O)O,1,4,7,106,5,-16,0,2,-0.8,-4
COC(=O)[C@@H](Cc1c[nH]c2ccccc12)NC(=O)CNC(=O)c1ccccc1OC,3,-3,-9,124,-4,2,3,-8,0.4,-1
C=C(C)CNC(=S)N/N=C/c1ccc([N+](=O)[O-])cc1,2,-27,7,98,8,-13,1,24,5.2,5
CCCc1cc(=O)n2[nH]c(-c3ccc(C)cc3)cc2n1,0,11,9,98,-5,6,3,1,-2.4,-2
COc1cc(OC)cc(C(=O)NC(=S)Nc2cc3oc4ccccc4c3cc2OC)c1,3,6,-4,97,7,-3,1,25,-1.2,1
CCn1cc([N+](=O)[O-])c(C(=O)N2CCCc3ccccc32)n1,-4,4,6,109,-5,18,-2,38,-1.1,3
O=C(Nc1ncccn1)c1cccs1,-4,9,1,97,-5,-7,0,-5,-1.6,-6
Cc1nnc(NC(=O)c2c(-c3ccccc3)noc2C)s1,-3,7,3,104,1,-7,0,2,-1.3,2
COC(=O)c1ccc(COC(=O)CCS(=O)(=O)c2ccc(C)cc2)cc1,-1,8,-3,103,-8,14,-2,-6,-1.6,-3
COc1cc(/C=N/Nc2ccc(Cl)c(C(=O)O)c2)ccc1OCC(=O)N1C(C)CCCC1C (configuration not stated),1,-1,-16,115,-20,-27,9,-11,0.2,-3
COc1ccccc1NC(=O)CN1CCN(c2ccc(F)cc2)CC1,-2,5,4,120,-8,-4,-1,16,-1.0,1
CCCCCCCNC(=O)C1(CC2CC(c3ccccc3)=NO2)CCN(C(=O)c2ccccc2)CC1 (configuration not stated),0,15,10,98,1,16,7,-1,-2.6,1
CCn1c(=S)[nH]c2cc(Cl)ccc21,2,3,-4,117,-2,-19,-3,-4,-0.5,3
CC(=O)c1cccc(NC(=O)C(C)OC(=O)c2ccc(-n3cnnn3)cc2)c1 (configuration not stated),1,2,-6,98,-13,11,-1,-8,-0.4,-5
CCCCn1nc(C(=O)Nc2ccc(-n3cnnn3)cc2)c2ccccc2c1=O,2,-27,-2,89,-8,-2,1,2,6.9,-3
CS(=O)(=O)N1CCC(C(=O)Nc2ccc(C(N)=O)cc2)CC1,1,-6,-4,93,-6,2,1,1,1.2,-1
CC(=O)N(c1cccc(C(F)(F)F)c1)c1nc(/C=C/C(=O)O)cs1,1,3,-6,103,-4,-27,0,-19,-0.5,9
COc1cc(OC)c(OC)cc1/C=N/Nc1nc2ccccc2[nH]1,2,-7,-8,122,1,14,-1,4,1.3,-6
CCC1CCCCN1CCCNC(=O)c1ccc2c(c1)NC(=O)CN2C (configuration not stated),1,12,-4,/,-3,4,3,10,-2.2,-1
O=C(NCCn1ccc2ccccc21)c1ccc2c(c1)OCO2,-1,7,-28,103,1,-7,-1,11,-1.2,2

# Continued:
molecule,DAGLB inhibitor,MOR-DOR inv ag,PKA-R1A act,DSG3 Ab inh,PKA-R2B act,HTR5A inv ctr,V-ATPase pHluor,Arr AP2 block,MOR-DOR ag,HTR5A ag
CC1CCN(C(=O)COC(=O)COc2ccccc2C#N)CC1,-4,6,-8,/,-5,-9,1,36,-1.5,4
Cc1nn(-c2cc(Cl)ccc2N)c(=O)c2ccccc12,6,1,5,100,0,6,0,5,-0.1,-2
OCC1(CCOc2ccccc2)CCN(Cc2ccc3c(c2)OCCO3)CC1,0,6,9,94,-3,-15,2,-23,-1.1,-1
CCC(C)NC(=O)Cn1c(-c2ccccc2)cc(C(C)=O)c1C (configuration not stated),2,1,-7,102,0,-8,-2,0,-0.2,3
O=C(COc1ccccc1)N1CCN=C1SCc1ccc(F)cc1,1,11,1,97,-3,-2,-2,-4,-2.1,1
CN(C)C(CNC(=O)c1ccc(S(=O)(=O)Nc2cccc(C(F)(F)F)c2)cc1)c1ccco1 (configuration not stated),3,6,-1,105,0,7,10*,15,-1.0,-3
CCn1c(C)nc2cc(OC)ccc21,-2,14,4,96,6,14,-5,-1,-2.7,-5
Cc1cccn2cc(CNS(=O)(=O)c3cccc(F)c3)nc12,2,9,11,105,-3,-22,0,-8,-1.7,2
Cc1ccc(NC(=O)C2CCN(S(=O)(=O)c3ccc(C(C)(C)C)cc3)CC2)cc1S(=O)(=O)N1CCOCC1,-2,-8,8,/,-3,-3,1,-1,1.8,1
COc1ccc(OCC(=O)Nc2cc(-c3nn(C)c(=O)c4ccccc34)ccc2OC)cc1,0,-24,9,94,5,-20,0,14,3.9,7
CCOc1ccc(-n2c(N)c(C(=O)NCc3cccnc3)sc2=S)cc1,-2,8,-1,99,-4,3,1,7,-1.5,-1
COc1ccc(-c2noc(CSc3nc4sc(C)c(C)c4c(=O)n3-c3ccccc3)n2)cc1OC,1,5,-11,94,0,3,3,-4,-0.8,-1
CCCc1nnc(NC(=O)c2ccc([N+](=O)[O-])cc2)s1,1,1,-3,102,-9,10,-9,-8,-0.2,1
COc1ccc(C(=O)Nc2ccnn2C2CCN(C(=O)c3cccnc3)CC2)cc1,1,8,4,97,3,-1,-1,49,-1.5,5
O=C(CN1C(=O)CCC1=O)Nc1nc(-c2ccccn2)cs1,-2,20,-4,94,-14,-7,1,-4,-3.9,2
COc1cc(C(=O)Nc2ccc3c(c2)OCCO3)ccc1OC(F)F,-3,-38,5,103,-12,-20,1,7,6.8,7
CCOC(=O)c1oc2ccccc2c1NC(=O)CCl,-5,6,-5,/,-1,1,-1,-1,-1.3,-1
CCOC(=O)c1ccc(NC(=O)c2cccc(S(=O)(=O)N3CCOCC3)c2)cc1,-3,-2,-11,112,-3,-12,3,-2,0.3,4
